# ERK EGF block = blocks ERK signaling stimulated by EGF; HEK293-V1b, EGF-stimulated phospho-ERK AlphaScreen; Potency, µM (highest dose often 11.5 µM), without a hit: top-dose activity change, negative = inhibition, usual class: inhibitors; hit rate 0.41% among 130,000; AID 1454; active = well fitted inhibition curve with a large enough effect; inconclusive = small, poorly fitted or top-dose-only effect, or effect the other way;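 note: plate controls were stimulated vehicle wells for no effect and unstimulated vehicle basal for full effect; nearly all actives have a fitted effect of over 55% in size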
#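 HEK293 cells stably expressing V1b receptor, serum-reduced (1% FBS) overnight, got compound for 30 min at 37C, then 25 nM EGF for 5 min. Lysate phospho-ERK read by AlphaScreen SureFire; AC50 from Hill fits.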
# * hit, by the source's call; u = inconclusive; & = joins results of further samples; [ ] = another dose, or the depositor's remark. Potency is the fitted concentration of half-maximal effect. Only part of the results is shown. The share of hits here may be higher or lower than overall.
# Sample of the layout:
SMILES,ERK EGF block
CC/C(=N\O)c1c(O)c2c(n(-c3ccccc3)c1=O)CCCC2,1%
Fc1cccc(/C=N/N=C/c2cccc(F)c2)c1,10%&1%

# Main list, previewed entries included:
SMILES,ERK EGF block
CC/C(=N\O)c1c(O)c2c(n(-c3ccccc3)c1=O)CCCC2,1%
Fc1cccc(/C=N/N=C/c2cccc(F)c2)c1,10%&1%
O=C(O/N=C(\c1ccccc1)c1ccccn1)c1cccc2ccccc12,2%
Cc1cc(C)c(S(=O)(=O)Nc2ccc3[nH]c(=O)[nH]c3c2)c(C)c1,-2%
COC(=O)C(CCSC)NC(=O)c1cc2c(n(-c3ccccc3)c1=O)CC(C)(C)CC2=O (configuration not stated),2%
CCOC(=O)c1ccc(N2CCN(c3ccccc3F)CC2)c(NC(=O)Nc2cccc(OC)c2)c1,-12%
Cc1ccc(C(=O)N/C(=C\c2cccs2)C(=O)NCCc2ccccn2)cc1C,1%
COc1cccc(CN2CCN(CCc3ccccc3)C(CCO)C2)c1OC (configuration not stated),-9%
COc1ccccc1-n1c(SCC(=O)Nc2cc(C)on2)nc2c(c1=O)SCC2,6%
CS(=O)(=O)/C(C#N)=C/c1c(-c2ccccc2)nc2n1CCS2,-7%[57.5 µM]
CNc1ccc(Cl)cc1C(N)=O,-4%[57.5 µM]
COc1ccc(-c2csc(NC(=O)CSc3ccc(Br)cc3)n2)c(OC)c1,-2%
CC(=O)c1cnc(-c2ccccc2)s1,-2%
Cc1cc(NCCN2CCOCC2)c2ccc3ccccc3c2n1,9%
COc1ccc(-c2ncc(CN3CCC(CO)(Cc4cccc(OC)c4)CC3)cn2)cc1,-2%
O=C(CN(Cc1cccs1)C(=O)CSc1nnc(COc2ccccc2)o1)NC1CCCCC1,-3%
C=CCOC[C@@H]1CN2[C@H](c3ccc(Br)cc3)[C@@H](C)CC[C@H]2C(=O)O1,2%
O=C(COc1ccccc1F)NNC(=O)c1ccc(N2CCCCC2)c([N+](=O)[O-])c1,5%
CS(=O)(=O)N1CCN(c2ccnc3cc(Cl)ccc23)CC1,-4%
CCc1cccc(CC)c1NC(=O)COC(=O)CC1c2ccccc2CCN1S(=O)(=O)c1ccccc1 (configuration not stated),13%

# 7 compounds picked at random from the list so far:
SMILES,ERK EGF block
CS(=O)(=O)N1CCN(c2ccnc3cc(Cl)ccc23)CC1,-4%
COc1ccc(-c2csc(NC(=O)CSc3ccc(Br)cc3)n2)c(OC)c1,-2%
CC(=O)c1cnc(-c2ccccc2)s1,-2%
Cc1cc(NCCN2CCOCC2)c2ccc3ccccc3c2n1,9%
CNc1ccc(Cl)cc1C(N)=O,-4%[57.5 µM]
O=C(COc1ccccc1F)NNC(=O)c1ccc(N2CCCCC2)c([N+](=O)[O-])c1,5%
COc1ccc(-c2ncc(CN3CCC(CO)(Cc4cccc(OC)c4)CC3)cn2)cc1,-2%

# Next section.
SMILES,ERK EGF block
Cc1cc2ncc(C(N)=O)cn2n1,-9%
CCC(C)Cn1c(S(=O)(=O)O)nc2ccccc21 (configuration not stated),0%
CCOC(=O)c1ccc(N2C(=O)c3n[nH]c(C)c3C2c2ccc(OC)cc2OC)cc1 (configuration not stated),0%
COc1ccc(CNS(=O)(=O)NCc2ccc(C)cc2)cc1,1%
COc1nc(OC)nc(Oc2ccc(Cl)cc2[N+](=O)[O-])n1,8%
C=CCn1c(SCC(=O)NC2CCCc3ccccc32)nnc1-c1ccncc1 (configuration not stated),2%
O=C(c1ccc2c(c1)OCO2)N1CCN(c2ccccn2)CC1,1%
CSc1ncc(CN2CCCC(C(=O)c3ccc(C(C)(C)C)cc3)C2)cn1 (configuration not stated),5%
Cc1cc(CNC(=O)Cc2ccccc2)c2ccccc2n1,-1%
Cc1ccccc1Nc1oc(-c2ccccc2)nc1-c1cccs1,0%
CCCCN(C)C(=O)Cc1c(OC)ccc2cc(Br)ccc12,8%
COC(=O)/C(=C/N(C)C)C(=O)N1CCN(c2ccc(Cl)c(Cl)c2)CC1,-7%
FC(F)(F)c1ccc(C2[C@H]3CN(CC4CCCCC4)[C@H](c4ccccc4)C34CC2(c2cccnc2)C4)cc1 (some centres not stated),-13%
Cc1oc2cc(O)cc(O)c2c(=O)c1-c1ccc2c(c1)OCCCO2,-5%[57.5 µM]
CCOC(=O)c1ccc(NC(=S)N2CCC(O)CC2)cc1,3%
OC(COc1ccccc1CNCc1cccnc1)CN1CCc2ccccc2C1 (configuration not stated),2%
O=C(CNC(=O)c1ccccc1O)N/N=C/c1cc(Br)ccc1OC(=O)/C=C/c1ccco1,11%
O=C(CSc1nnc(SCc2cccc3ccccc23)s1)N/N=C/c1c[nH]c2ccccc12,4%
COc1ccc(OCC(=O)Nc2cccc(C(=O)Nc3ccccc3C(=O)O)c2)cc1,5%
CC(C)NC(=O)/C(C#N)=C/c1ccc(N(C)C)o1,-19%[57.5 µM]
Cc1oc2ccc(O)c(CN(C)C)c2c1C(=O)c1ccccc1,-2%
O=C(c1ccccc1)c1ccccc1C(=O)c1ccccc1,8%[57.5 µM]
COc1ccc(CNC(=O)CCSCc2cccc(Cl)c2)c(OC)c1,-7%
Cc1cccc(NC(=O)NNC(=O)COc2ccc(Cl)cc2)c1,9%
Cc1cccc(CNc2nc(-c3ccc(C(=O)N(C)C)cc3)nc3ccccc23)c1,22%
Cc1noc(C)c1C(=O)N1CCC2(CC1)CCN(c1cccc(-c3ccccc3)c1)CC2,-9%
O=C(Oc1ccc(-c2nnco2)cc1)N1CCOCC1,12%
CSCC(=O)N1CCCC(C(=O)c2cc(F)ccc2F)C1 (configuration not stated),36%
Cc1ccc2c(c1)OC(=O)CC2c1ccccc1 (configuration not stated),-6%[57.5 µM]
Cc1cccc(C(=O)Nc2cccc(-c3ccc4nncn4n3)c2)c1,-5%

# Reprinted from the part before: 4 compounds, followed by the next part.
SMILES,ERK EGF block
O=C(Oc1ccc(-c2nnco2)cc1)N1CCOCC1,12%
CSCC(=O)N1CCCC(C(=O)c2cc(F)ccc2F)C1 (configuration not stated),36%
Cc1ccc2c(c1)OC(=O)CC2c1ccccc1 (configuration not stated),-6%[57.5 µM]
Cc1cccc(C(=O)Nc2cccc(-c3ccc4nncn4n3)c2)c1,-5%
C=CCC(Nc1ccccc1)C12C=CC(O1)C(C(=O)OC)=C2C(=O)OC (configuration not stated),-1%
Cc1nc2sc3c(NCc4ccco4)ncnc3c2c2c1COC(C)(C)C2,-1%
COc1ccc(/C(N)=N/OC(=O)CCCN2C(=O)c3ccccc3C2=O)cc1OC,-4%
CC1(C)CN(c2cccc(Br)c2)C1=O,-2%
COc1ccccc1N1CCN(/N=C/c2cc(OC)c(O)c(OC)c2)CC1,1%
COc1ccc(-c2ccc(/C=C3/C(=N)N4C(C)=CSC4=NC3=O)o2)c([N+](=O)[O-])c1,-14%
CC#CC#Cc1cccc(=O)o1,-7%[57.5 µM]
CNC(=O)N(O)C1N(/N=C/c2ccccc2O)C(=S)SC1(C)C (configuration not stated),-8%[57.5 µM]
CC(C)CN1CCC(=O)N([C@H](CSc2ccc(Br)cc2)Cc2ccccc2)CC1,16%[57.5 µM]
CC(=O)O/N=C/c1c(C)c(C=O)n2ccccc12,-3%
CCOC(=O)C1(Cc2ccccc2)CCCN(Cc2ccccn2)C1 (configuration not stated),-8%
CC(=O)NCC1CCCN(Cc2cn(-c3ccccc3F)nc2-c2cc(C)sc2C)C1 (configuration not stated),-8%
Nc1ccccc1SCc1ccccc1Cl,3%[57.5 µM]
CCO/C=C1/C(=O)N(c2ccccc2OC)C(=O)c2ccccc21,0%
O=c1c2ccccc2[nH]c(=S)n1Cc1ccc2c(c1)OCO2,-3%
CCOC(=O)C(C)/C(C)=N\Nc1ccc([N+](=O)[O-])cc1[N+](=O)[O-] (configuration not stated),u
CC(=O)N1CCn2c3ccc(C)cc3c3cccc1c32,-2%
COc1ccc(NC(=O)CC2CCCC2)cc1S(=O)(=O)N1CCCCC1,-4%
CC(=O)c1c(C)nn(CC(O)COc2ccc3ccccc3c2)c1C (configuration not stated),u
CCCCn1c(/N=C/c2ccc(N(C)C)cc2)nc2ccccc21,-2%
O=C(O)c1nc2cc(Cl)c(Cl)cc2[nH]c1=O,23%
Clc1nc(NCc2ccco2)nc(N2CCCCC2)n1,-5%
O=C(NCCc1ccc(Cl)cc1)/C(=C/c1cccnc1)NC(=O)c1ccccc1,1%
C/C(=N\NC(=O)CSCc1ccc([N+](=O)[O-])cc1)c1ccccc1,-6%
Cc1[nH]n(-c2cccc(Cl)c2)c(=O)c1C=NCC(C)C,2%
COC1CCCCC1Nc1ccc(C)c(C)c1 (configuration not stated),-2%[57.5 µM]
Cc1cccc(C(P(=O)(c2ccccc2)c2ccccc2)P(=O)(c2ccccc2)c2ccccc2)n1,-1%
O=C(CN1CCOCC1)N/N=C/C(Br)=C\c1ccccc1,-1%
Cc1ccc(C)c(Nc2ccc(C(=O)NCCc3ccccc3)cn2)c1,8%
Cc1ccc2cc(CN(CC3CCCO3)C(=S)Nc3ccccc3)c(=O)[nH]c2c1C (configuration not stated),4%
O=c1c(/C=N/OCc2ccc(Cl)cc2Cl)c[nH]n1-c1cccc(Cl)n1,-3%
N/C(=N\OC(=O)c1ccc2c(c1)OCO2)c1ccc(Br)cc1,-5%
CCC(=O)c1ccc(OC(=O)c2cnccn2)cc1,4%
CC(=O)OCCNC(=O)c1cccnc1,-3%
CCOc1ccc(NC(=S)Nc2ccc(OCc3ccccc3)cc2)cc1,-7%
N#Cc1ccc(NC(=O)c2cc(=O)c3ccccc3o2)cc1,-6%
O=C(NNC(=O)c1ccc(F)cc1)C(=O)N1CCCCC1,0%
Cc1occc1C(=O)N/N=C/c1cnn(C)c1C,3%
CCOC(=O)N1CCN(c2c(N3CCN(C(=O)OCC)CC3)c(=O)c2=O)CC1,-7%[57.5 µM]
CCCCc1ccc(NC(=S)NCCO)cc1,-7%

# No new results follow: 2 of the compounds above.
SMILES,ERK EGF block
CCOC(=O)N1CCN(c2c(N3CCN(C(=O)OCC)CC3)c(=O)c2=O)CC1,-7%[57.5 µM]
CCCCc1ccc(NC(=S)NCCO)cc1,-7%

# (further entries)
SMILES,ERK EGF block
CCCc1cc(=O)[nH]c(SCC(=O)c2cc(C)n(-c3cc(C)on3)c2C)n1,-9%
CCOc1ccccc1NC(=S)NNS(=O)(=O)c1c(C)cc(C)cc1C,0%
O=C(NCCc1ccccc1)c1cnc2n(c1=O)CCS2,3%
COc1ccc(OC)c(N(CC(=O)Nc2cccc(C(F)(F)F)c2)S(C)(=O)=O)c1,2%
CCC1(c2ccccc2)NC(=S)N(c2ccc(C)c(C)c2)N1 (configuration not stated),1%[57.5 µM]
O=C(CN1C(=O)C2CC=CCC2C1=O)Nc1nc2ccc(F)cc2s1 (configuration not stated),-1%
O=C1CCC(=O)N1OCCCOc1ccc(Br)cc1Cl,4%
COc1c(/C=N/NC(=O)[C@H]2C[C@@H]2c2ccccc2)c(CCN(C)C(C)=O)cc2c1OCO2,3%[57.5 µM]
NC(=O)c1nn(-c2ccccc2)nc1NC(=O)CN1CCCC1,-6%[57.5 µM]
O=C(/C=C/c1ccco1)N(Cc1ccc(Cl)cc1)C1CCS(=O)(=O)C1 (configuration not stated),-7%[57.5 µM]
CCOC(=O)CSc1nnc(CNc2ccc(Cl)cc2)n1Cc1ccccc1,1%
O=C(N/C(=C\c1ccc(Br)cc1)C(=O)N1CCCC1)c1cccs1,-11%
O=C(c1ccc2c(c1)OCO2)C1CCCN(Cc2cc(F)ccc2-n2cccn2)C1 (configuration not stated),-1%
O=C(CCSc1ccccc1)N1CCCC1,6%[57.5 µM]
COc1cccc(CNC(=O)CCC2CCCN(C(=O)c3cccc(Cl)c3)C2)c1 (configuration not stated),2%
COc1ccc(-c2csc(N)n2)cc1F,2%
COC(CN(C)C(C(=O)NC1CCCCC1)c1ccccc1)OC (configuration not stated),-2%
N#C/C(=C(/O)c1ccc(-c2cccc([N+](=O)[O-])c2)o1)c1nc2ccccc2s1,0%
O=C(NCc1ccc(Cl)cc1)c1ccc(OCC2CCCO2)cc1 (configuration not stated),-1%
O=C(Nc1ccc(-c2nc3cc(Cl)ccc3o2)cc1)C1CCCO1 (configuration not stated),4%
Cc1cccc(Nc2cc(=O)[nH]c(=O)[nH]2)c1,8%
CCOc1ccc2c(c1)c(N=NC(N)=S)c(O)n2C,3%[57.5 µM]
Oc1ccc(/C=N/N(Cc2ccccc2)c2ccccc2)cc1,9%
CCOC(=O)C1CCN(c2c(NCc3ccc(C(=O)Nc4ccc(C)cc4)cc3)c(=O)c2=O)CC1,-6%[57.5 µM]
Cc1ccc(NC(=O)Cn2c(O)c(N=NC(=O)c3cc([N+](=O)[O-])ccc3O)c3ccccc32)cc1,-20%[57.5 µM]
COc1ccc(-c2c(O)c(C#N)c(-c3ccccc3)n(-c3ccc(OC)cc3)c2=O)cc1,-12%
Cc1cc(C(=O)Nc2ccccc2N2CCCCC2)no1,-8%[57.5 µM]
COc1ccc2nc(SCCN(C)C)[nH]c2c1,-6%
Cc1cc(NC(=O)CSc2nc(=O)cc(N)n2-c2ccc(Cl)cc2)no1,9%
O=C(CSc1nnc(-c2n[nH]c3ccccc23)n1-c1ccccc1)Nc1ccccc1Cl,16%
CCN(CC)c1ccc(/C=C2\CCC(/C=C(\C#N)C(=O)Nc3ccccc3F)=C2N2CCOCC2)cc1,u
Nc1ccc(Nc2ccccc2)c(S(=O)(=O)O)c1,9%[57.5 µM]
COc1ccccc1OCc1ccc(C(=O)N2CCOCC2)o1,-10%
O=C(CSc1nnc(C2CC2)n1Cc1ccco1)NCC(F)(F)F,10%
CCCn1nc(C(=O)OCC(=O)Nc2ncc(Cl)c(C)c2Cl)c2ccccc2c1=O,0%
CCOc1ccc(NC(=S)N(CCCN2CCOCC2)Cc2cn(C)c3ccccc23)cc1,7%
CN(C)CCOC(=O)COc1ccc(Cl)cc1,-7%
O=C(Nc1ccccc1F)c1ccco1,-2%
Cc1ccc(-c2nc3ccccc3s2)cc1NC(=S)NC(=O)c1cccc2ccccc12,5%
